Compound activity as filed in PubChem.
TCR CD3 inh: blocks the human TCR-CD3 interaction. TAMRA-labeled TCR probe fluorescence, biochemical. inhibition, % at 9.4 µM. 0.37% of 360,000 active. AID 651800; in the data active means inhibition above about 19%;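 further: recombinant mutant TCR 2C K166C tagged with TAMRA read by polarization; 0% = receptor in buffer alone and 100% = receptor with positive control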
PRMT1 inh: PRMT1 (human) inhibition, primary screen; Q99873; recombinant PRMT1, activity-based probe fluorescence polarization; inhibition, % at 2.79 µM; 1.3% of 370,000 active;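 active means inhibition above about 21% made by adding two undisclosed values, limit read from the data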
TDP2 inh: TDP2 (human) inhibition, absorbance primary screen; O95551; inhibition, % at 12.8 µM; recombinant TDP2, T5PNP hydrolysis, p-nitrophenol absorbance 415 nm; AID 720702; 0.34% of 370,000 active;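 active means inhibition above the mean of all tested compounds plus 3 SD, set per campaign, cut at about 25% in these data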;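 further: 0% = DMSO with enzyme and 100% = buffer with substrate but no TDP2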
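Material: recombinant human TDP2; quantity: TDP2 enzyme at 120 nM final; medium: Tris-HCl pH 7.5 with MgCl2; compound: single concentration, 12.8 µM nominal, with 1% DMSO; incubation: 2 h enzyme incubation at 37 °C; signal: epi absorbance; measure: percent inhibition; benchmarks: high control without enzyme, low control DMSO plus TDP2; repeats: singlicate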
LEDGF integ inh: blocks HIV-1 LEDGF/p75-dependent DNA integration. TR-FRET IN-LEDGF/p75 DNA integration, Eu/Cy5. inhibition, % at 3.7 µM. 0.64% of 370,000 active. AID 743269;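 active means inhibition above the screen-wide mean plus 3 SD, cut at about 13% in these data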;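 further: signal is the Cy5 over europium emission ratio at 671 and 618 nm; 0% = plate median of compound wells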
Tn7 DDE FP: disrupts Tn7 cyclic peptide binding to fibrin D-Dimer-E complex; 0.13% of 370,000 active; FP displacement of FITC-Tn7 peptide from fibrin DD(E); 0% = median of compound wells per plate; P02675; inhibition, % at 8.3 µM; AID 720508;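 active means inhibition above the mean of compounds falling within the control limits plus 3 SD of them, cut at about 14% in these data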;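 further: 0% = plate median of compound wells and 100% = 10 µM Aha-Tn7 peptide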
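assay system = human clot-derived fibrin DD(E) complex | quantity = Fibrin-DD(E) at 2 µM final | timing = 10 min preincubation, 3 h with tracer, room temperature | signal = fluorescence polarization | measure = percent inhibition | benchmarks = high control wells with 10 µM unlabelled Aha-Tn7 peptide (full inhibition) | replicates = singlicate testing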
SIAE primary: blocks human sialic acid acetylesterase; SIAE FP-Rh probe binding, fluorescence polarization; 0.69% of 370,000 active; Q9HAT2; inhibition, % at 9.66 µM;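 active means inhibition above a cutoff: mean of compounds within the control limits plus 3 SD of those, cut at about 17% in these data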;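 further: 0% = plate median of compound wells and 100% = probe without SIAE protein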
Target sequence (Q9HAT2 whole entry, looked up): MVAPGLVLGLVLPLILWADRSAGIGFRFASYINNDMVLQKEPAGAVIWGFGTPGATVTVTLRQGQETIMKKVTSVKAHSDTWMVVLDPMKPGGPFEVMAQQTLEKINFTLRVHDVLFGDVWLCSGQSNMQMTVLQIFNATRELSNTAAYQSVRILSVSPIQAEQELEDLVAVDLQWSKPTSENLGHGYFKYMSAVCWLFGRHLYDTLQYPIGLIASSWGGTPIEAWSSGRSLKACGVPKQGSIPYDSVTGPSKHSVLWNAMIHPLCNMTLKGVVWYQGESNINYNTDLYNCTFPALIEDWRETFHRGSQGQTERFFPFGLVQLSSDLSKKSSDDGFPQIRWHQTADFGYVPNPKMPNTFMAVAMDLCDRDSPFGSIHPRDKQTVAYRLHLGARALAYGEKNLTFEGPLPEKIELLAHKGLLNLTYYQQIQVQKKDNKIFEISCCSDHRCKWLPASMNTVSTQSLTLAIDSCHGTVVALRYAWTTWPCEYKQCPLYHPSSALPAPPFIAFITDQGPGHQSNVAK
UHRF1 MBD2 ctr: human UHRF1 methylated DNA binding inhibitors; AID 687016; inhibition, % at 4.4 µM; 0.75% of 370,000 active; UHRF1 binding to methylated oligo, TR-FRET; in the data active means inhibition above about 21%;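 further: UHRF1 SRA domain binding a hemimethylated CpG hairpin DNA probe; 0% = median of test compound wells and 100% = reference inhibitor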
MBD2 DNA inh: blocks human MBD2 binding to methylated DNA; Q9UBB5; TR-FRET, MBD2 binding to methylated oligonucleotide; inhibition, % at 4.4 µM; 0.31% of 370,000 active; AID 686964; in the data active means inhibition above about 13%
DDE Tn6 FP inh: DD(E)-Tn6 binding inhibition, primary FP screen; 0.21% of 370,000 active; inhibition, % at 8.3 µM; Fibrin DD(E) TRITC-Tn6 fluorescence polarization displacement; P02675;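 active means inhibition above a per-campaign cutoff: mean of compounds within control limits plus 3 SD, cut at about 15% in these data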;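 further: 0% = median of all compound wells on the plate and 100% = blocking peptide control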
proKLK7 act: activates the human kallikrein-7 zymogen; purified proKLK7, EDANS-DABCYL substrate fluorescence; 100% is mature enzyme control, 0% vehicle; activation, % at 7 µM; 0.9% of 370,000 active;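 active means activation above the mean of all tested compounds plus 3 SD, computed per campaign excluding outliers beyond control limits, cut at about 13% in these data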
Target sequence (P49862 whole entry, looked up): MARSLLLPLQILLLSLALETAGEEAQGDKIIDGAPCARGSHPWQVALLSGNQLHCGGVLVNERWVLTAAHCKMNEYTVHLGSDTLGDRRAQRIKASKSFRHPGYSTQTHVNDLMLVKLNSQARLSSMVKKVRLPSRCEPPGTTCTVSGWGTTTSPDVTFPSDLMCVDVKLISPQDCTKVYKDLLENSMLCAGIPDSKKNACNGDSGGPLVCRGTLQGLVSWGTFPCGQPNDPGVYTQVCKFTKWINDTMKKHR
* = called active by the depositor; x = not tested or not shown; & = joins results of further samples. Rows were taken by chance, and some 4.6% of all compounds hit somewhere here.

SMILES	TCR CD3 inh	PRMT1 inh	TDP2 inh	LEDGF integ inh	Tn7 DDE FP	SIAE primary	UHRF1 MBD2 ctr	MBD2 DNA inh	DDE Tn6 FP inh	proKLK7 act
COc1c2ccoc2nc2c(OC)cccc12	-1	-3	-1	-2	-5	1	-5	-4	5	3.0
CCOC(=O)c1nnsc1Nc1ccc(C)c(C)c1	2	1	6	3	-1	12	2	-6	-4	0.5
Clc1ccc(C2=Nc3cc(Cl)ccc3OC2)cc1	-6	10	-15	-10	-5	-1	3	4	5	-6.6
COc1ccc(-n2cnnc2SCc2csc(-c3ccccc3)n2)cc1	1	-1	-2	4	-4	5	-1	2	-3	0.1
COc1ccc(N=Cc2[nH]c3ccccc3c2O)cc1	0	9	-13	-3	3	0	4	-3	-3	0.4
CCCC(c1nnnn1Cc1cccs1)N1CCN(c2ccc(OC)cc2)CC1 (configuration not stated)	-4	-1	-4	-1	0	6	-2	-2	0	0.8
O=C(COC(=O)c1cc(-c2cccs2)nn1-c1ccccc1)Nc1ccc(Cl)c([N+](=O)[O-])c1	45*	0	7	-5	0	-62	7	6	-4	-0.3
O=C(Nc1ccc2c(c1)OCO2)C1Cc2c(-c3ccccc3Oc3ccccc3)ccnc2O1 (configuration not stated)	9	-2	-8	0	-5	-1	-1	-4	0	-0.1
O=C(CCCOc1ccccc1)Nc1nc2ccccc2[nH]1	-1	-3	-21	3	-3	-7	4	-1	2	0.6
c1ccc(OCCCn2nnc(-c3cccnc3)n2)cc1	-8	2	2	-1	5	-2	-2	3	-4	0.3
Cc1ccc(-c2cc(C(F)F)n3ncc(C(=O)NN4CCCCC4)c3n2)cc1	6	-3	1	3	-3	4	-1	0	-1	0.2
CC(CCc1ccccc1)NC(=O)COC(=O)c1cccc(N(C)C)c1 (configuration not stated)	-7	3	-4	-1	1	5	-3	-6	1	-0.1
O=C(CCc1ccc(O)c(O)c1)NNC(=S)NCCc1ccccc1	-4	13	-4	-10	1	4	3	5	1	1.2
Cc1cccc2c1NC(=O)C21OCC(CO)([N+](=O)[O-])CO1 (configuration not stated)	6	3	15	-1	-1	-3	2	-3	1	0.2
COc1ccc(OCCn2nnc(-c3ccc(Cl)cc3)n2)cc1	1	-2	-8	-1	-2	2	2	-2	-2	-0.1
Cc1cccc(-n2nc3c(c2NC(=O)c2ccco2)CSC3)c1C	-5	30*	-4	29*	3	-7	6	1	-11	0.6
COCCOC(=O)c1c(C)oc2ccc(OC(=O)COc3c(F)c(F)c(F)c(F)c3F)cc12	-5	0	2	-1	0	-5	3	2	3	0.0
CC(C)Cc1nc2oc3c(NCC(C)O)ncnc3c2c2c1CCCC2 (configuration not stated)	-8	1	5	-4	0	-5	3	3	2	-0.5
O=C(N/N=C/c1cccnc1)c1ccc(O)cc1	8	-3	-17	0	-9	5	0	-7	9	-0.2
COc1ccccc1CCNC(=O)c1ccc(Br)s1	-1	-1	-6	-5	3	-2	0	0	-12	0.3
Cc1ccc(OCC(=O)NNC(=S)NC(=O)C(C)(C)C)c(Br)c1	1	3	5	-1	-5	-7	-1	0	4	0.0
CC(C)(CNC(=S)NCCc1ccccc1)CNC(=S)NCCc1ccccc1	3	-2	5	-2	-1	-45	-4	-1	3	0.0
COc1cc(OC)cc(-c2nnc(NC(=O)CCS(=O)(=O)c3ccccc3)o2)c1	0	-3	-3	3	-8	7	-2	-5	8	0.2
Cc1ccc(Cn2nc(C)cc2C(=O)Nc2ccc(Cl)cc2)cc1	-11	4	-6	3	-1	-30	7	5	3	0.0
CCN(CC)C(=O)Cn1nc(-c2ccccc2O)nc1SCC(=O)Nc1ccc(OC)cc1	-4	0	-1	0	-3	-1	1	-3	0	0.0
CN(C)CCCOC(=O)COc1ccc(C(C)(C)C)cc1	-4	0	-18	3	-14	0	7	-2	-8	-0.2
COc1ccc(NC(=O)CSc2ccc([N+](=O)[O-])cc2)cc1S(=O)(=O)N1CCOCC1	-6	4	-1	0	0	-5	0	2	2	-0.3
CC(C)N(C(=O)[C@H]1CC(CC(=O)NCCCN(C)C)C(=O)N2CCc3c([nH]c4ccccc34)[C@]12C)C(C)C (some centres not stated)	-1	2	-4	-2	7	2	1	1	-5	-0.1
COc1cccc(NC(=O)c2ccc(N3C(=O)C4CC=CCC4C3=O)cc2)c1 (configuration not stated)	0	10	-1	0	0	-13	5	8	-3	0.7
Cc1ccc(F)c(S(=O)(=O)NC(=O)C2(C)CCN2C(=O)CC2CCCCC2)c1 (configuration not stated)	1	-3	3	0	0	8	-1	0	-4	0.4
Cc1cc(C(=O)N2CCCC2(C)C(=O)NCC(C)C)nn1C(C)(C)C (configuration not stated)	-6	0	0	-2	4	8	1	-5	-1	-0.4
O=C(CNC(=O)c1cccs1)OCc1ccc(Cl)cc1	-9	3	-5	-6	3	1	7	-2	-3	0.2
CCOC(=O)C1CCN(CCC(=O)Nc2ccc(C)cc2)CC1	-10	4	-2	-4	8	-12	1	1	-8	-0.8
COC(=O)CCC(=O)Nc1ccc(S(=O)(=O)N2CCCCCC2)cc1	0	-3	4	1	-11	0	1	3	1	-0.7
O=C(NCc1ccc(F)cc1)N1[C@H]2CC[C@@H]1C=C(c1ccc(F)cc1OCc1ccccc1)C2	-1	-4	-2	8	-6	-5	0	-1	4	-0.5
Cc1nc(SCc2c(F)cccc2Cl)c2c(=O)n(C)c(=O)n(C)c2n1	-1	-3	1	-3	-2	-2	-2	-2	-4	-0.1
COc1ccccc1CC(=O)Nc1ccc(-c2noc(COc3ccc(Br)cc3)n2)cc1	9	-4	-4	0	0	-5	-1	-5	0	0.3
CCN(CC)c1ccc2cc(C#N)c(=O)oc2c1	5	-2	1	-6	3	-4	-2	-1	6	-0.8
COc1ccccc1N1CCN(CCCOc2ccc(F)cc2)CC1	6	1	4	2	1	6	-3	0	15	-0.2
Cc1ccc([N+](=O)[O-])cc1NC(=O)c1ccc(CSc2ccccc2)cc1	-3	-1	-9	2	-1	4	-2	2	3	-0.5

In the list so far, six contain fluorine.
SMILES	TCR CD3 inh	PRMT1 inh	TDP2 inh	LEDGF integ inh	Tn7 DDE FP	SIAE primary	UHRF1 MBD2 ctr	MBD2 DNA inh	DDE Tn6 FP inh	proKLK7 act
Cc1ccc(-c2cc(C(F)F)n3ncc(C(=O)NN4CCCCC4)c3n2)cc1	6	-3	1	3	-3	4	-1	0	-1	0.2
COCCOC(=O)c1c(C)oc2ccc(OC(=O)COc3c(F)c(F)c(F)c(F)c3F)cc12	-5	0	2	-1	0	-5	3	2	3	0.0
Cc1ccc(F)c(S(=O)(=O)NC(=O)C2(C)CCN2C(=O)CC2CCCCC2)c1 (configuration not stated)	1	-3	3	0	0	8	-1	0	-4	0.4
O=C(NCc1ccc(F)cc1)N1[C@H]2CC[C@@H]1C=C(c1ccc(F)cc1OCc1ccccc1)C2	-1	-4	-2	8	-6	-5	0	-1	4	-0.5
Cc1nc(SCc2c(F)cccc2Cl)c2c(=O)n(C)c(=O)n(C)c2n1	-1	-3	1	-3	-2	-2	-2	-2	-4	-0.1
COc1ccccc1N1CCN(CCCOc2ccc(F)cc2)CC1	6	1	4	2	1	6	-3	0	15	-0.2

(list continues)
SMILES	TCR CD3 inh	PRMT1 inh	TDP2 inh	LEDGF integ inh	Tn7 DDE FP	SIAE primary	UHRF1 MBD2 ctr	MBD2 DNA inh	DDE Tn6 FP inh	proKLK7 act
CCC[C@H]1CN(c2ccc(Br)cc2)C(=O)[C@@H]1CC(=O)Nc1ccc(OC)cc1	1	0	1	1	3	-3	-4	3	4	0.1
O=C(CCn1c(=O)c2ccccc2n(Cc2cccnc2)c1=O)NCc1ccc2c(c1)OCO2	-4	0	-19	0	0	-2	4	3	-4	0.6
CCc1nc(SCC(=O)NC2CCCC2)c2oc3ccccc3c2n1	-7	-2	7	3	0	-6	-2	0	-4	-0.1
CCC(=O)c1ccc(OC)c(OC)c1O	-4	3	-3	-10	-5	2	1	0	0	-0.1
COc1ccc(NC(=O)COc2ccccc2C(N)=O)cc1S(=O)(=O)N1CCCCC1	-5	0	2	-4	-1	-1	-1	-1	-6	-0.1
O=C(NCc1ccc(Cl)cc1)c1cc(=O)[nH]c2ccc(S(=O)(=O)N3CCOCC3)cc12	-2	5	12	2	2	-4	3	3	4	0.0
CNC(=O)c1nnsc1S(=O)c1ccc(Cl)cc1 (configuration not stated)	4	77*	3	5	-8	5	-3	-6	6	0.1
CC(NC(=O)COc1cccnc1[N+](=O)[O-])c1ccc(Cl)cc1Cl (configuration not stated)	-6	1	-1	-4	4	-2	2	0	0	-0.4
O=C(CCCN1C(=O)c2ccccc2C1=O)NCC1CCCO1 (configuration not stated)	5	-5	-15	1	-10	-2	0	-7	7	-0.7
O=C(OCc1cn(Cc2cc(F)ccc2F)nn1)N1CCOCC1	x	4	6	-4	-1	-6	1	4	7	-0.5
CCOC(=O)c1c(NC(=O)COC(=O)/C=C/c2ccco2)sc2c1CC(C)(C)NC2(C)C	1	-1	2	4	1	-3	0	-4	-4	-0.2
COc1ccc(NC(=O)CN(C)C(=O)c2cccc(S(=O)(=O)N3CC4(C)CC3CC(C)(C)C4)c2)cc1 (configuration not stated)	7	0	-20	-1	2	-2	-2	1	3	0.2
CC1=CC(C)[C@H](/C=N/n2c(=O)[nH]c3c([nH]c4ccc(C)cc43)c2=O)C(C)C1 (some centres not stated)	-2	-5	-2	10	-7	1	-2	-8	-12	-3.0
CC(Sc1ccc2ccccc2n1)C(=O)O (configuration not stated)	0&1	1&11	2&3	-3&2	-4&1	-1&3	3&0	-5&3	-3&1	-0.4&-0.8
